APE1 inh: blocks human APE1 abasic DNA cleavage; P27695; recombinant APE1, TAMRA/BHQ-2 abasic DNA cleavage fluorescence; Potency, µM (top dose mostly 65.8 µM), for inactives: at the top dose activity change, negative = inhibition, usual class: inhibitors; 350,000 tested, 0.35% active; AID 2517;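 note: potency is the fitted concentration of half-maximal effect; plate controls were vehicle for no effect and reference inhibitor for full effect; nearly all actives have a fitted effect of over 55% in size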
Target sequence (P27695 whole entry, looked up): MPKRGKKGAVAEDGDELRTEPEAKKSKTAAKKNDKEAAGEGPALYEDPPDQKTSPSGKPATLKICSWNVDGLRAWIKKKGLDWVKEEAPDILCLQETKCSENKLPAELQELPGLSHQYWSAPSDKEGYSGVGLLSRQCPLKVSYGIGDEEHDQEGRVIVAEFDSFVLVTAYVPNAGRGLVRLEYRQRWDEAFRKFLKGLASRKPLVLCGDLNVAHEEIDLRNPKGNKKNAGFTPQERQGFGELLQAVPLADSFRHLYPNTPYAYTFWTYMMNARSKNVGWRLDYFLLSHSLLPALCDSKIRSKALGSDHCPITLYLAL
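Measures dequenching upon AP-site incision of a 5'-TAMRA/3'-BHQ-2 THF-containing duplex, 50 nM; human APE1 0.75 nM after 15 min room-temperature exposure to compound; kinetic three-point read at one-minute spacing.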
POLK inh: DNA polymerase kappa (human) inhibition | purified Pol kappa, fluorescent DNA synthesis assay, 10 min | 400,000 tested, 0.53% active | Q9UBT6 | Potency, µM (titrated, usually from 107 µM), inactives show at the highest dose activity, negative = inhibition, actives largely listed as inhibitors; note: potency is the fitted concentration of half-maximal effect; % is set by controls: 0 for no effect and ±100 for the full control effect
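Readout: fluorescence, taken kinetically at 0 and 10 min. Conditions: 10 nM Pol kappa, 15 min RT compound preincubation, 50 nM substrate final. Controls: enzyme-free buffer wells.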
POLI inh: DNA polymerase iota (human) inhibition | Q9UNA4 | Pol iota fluorescent replication assay, 10 min | Potency, µM (highest dose often 115 µM), for the others: at the highest dose activity, negative = inhibition, actives largely listed as inhibitors | 390,000 tested, 1% active; note: potency is the fitted concentration of half-maximal effect
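Fluorescent replication assay read twice, at 0 min and 10 min after adding 50 nM (final) substrate. Enzyme (10 nM) and compounds were first incubated 15 min at room temperature; enzyme-free buffer wells were negative controls.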
12-LOX inh: inhibitors of human 12S-lipoxygenase ALOX12. P18054. purified 12hLO, xylenol orange hydroperoxide absorbance. Potency, µM (top dose mostly 108 µM), for the others: top-dose activity change, negative = inhibition, most hits filed as inhibitors. 580,000 tested, 1.1% active. AID 1671190; note: potency is the fitted concentration of half-maximal effect; % is set by controls: 0 for no effect and ±100 for the full control effect
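Purified human 12hLO (150 nM final) in 25 mM Hepes, 0.01% Triton X-100, pH 7.0 was preincubated 15 min at room temperature with compound. Then 40 uM arachidonic acid was added, 30 min. Hydroperoxide was read by Fe-XO absorbance ratio 573/405 nm.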
POLB inh: DNA polymerase beta (human) inhibition | P06746 | 340,000 tested, 1.3% active | Pol beta primer extension/strand displacement, fluorescence kinetic | Potency, µM (top dose mostly 114 µM), for inactives: at the highest dose activity change, negative = inhibition, most hits filed as inhibitors; note: potency is the fitted concentration of half-maximal effect; % is set by controls: 0 for no effect and ±100 for the full control effect
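Kinetic readout of DNA synthesis with strand displacement by Pol beta. Compound and 10 nM enzyme sit 15 min at room temperature; 50 nM substrate starts the reaction, read immediately and at 10 min.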
ERG-DNA inh: blocks human ERG Ets domain binding to DNA | Potency, µM (top dose mostly 76.9 µM), for inactives: at the highest dose FP activity, negative = inhibition, actives largely listed as inhibitors | 370,000 tested, 0.028% active | fluorescence polarization, His-ERG Ets domain / labelled DNA; active = well fitted inhibition curve with a large enough effect in the polarisation, with a control signal flat; inconclusive = small, poorly fitted or top-dose-only effect, or effect the other way, or a change in a side signal; inactive = no such curve, though single readings can be large or run the other way; the % refers to the polarisation;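 note: polarization taken with two DNA probes labelled with fluorescein and Texas red; potency is the fitted concentration of half-maximal effect; % of control where 0% means no effect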
Target sequence (P11308 whole entry, looked up, the tested form may be a part): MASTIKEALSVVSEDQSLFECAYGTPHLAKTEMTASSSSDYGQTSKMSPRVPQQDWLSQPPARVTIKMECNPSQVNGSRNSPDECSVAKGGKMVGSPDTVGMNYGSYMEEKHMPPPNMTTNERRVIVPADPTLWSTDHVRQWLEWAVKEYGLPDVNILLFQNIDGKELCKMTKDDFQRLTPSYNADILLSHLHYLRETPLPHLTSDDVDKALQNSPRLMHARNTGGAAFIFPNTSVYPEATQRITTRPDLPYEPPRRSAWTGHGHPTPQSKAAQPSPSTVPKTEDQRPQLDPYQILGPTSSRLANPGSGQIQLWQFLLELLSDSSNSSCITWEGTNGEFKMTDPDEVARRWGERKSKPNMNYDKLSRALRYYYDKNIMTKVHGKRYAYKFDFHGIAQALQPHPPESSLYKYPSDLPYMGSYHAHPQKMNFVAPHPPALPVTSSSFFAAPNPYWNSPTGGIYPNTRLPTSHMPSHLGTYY
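His-tagged ERG Ets domain (1 uM in the protein solution; 300mM KCl, 50mM Tris-HCl, 1mM EDTA, 1mM DTT, pH 7.5) received compound, then a probe mix of 5 nM fluorescein-DNA and 100nM Texas-615-DNA. Fluorescence polarization was read for both dyes.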
Apoferritin bind: candidate novel general anesthetic via apoferritin binding; 350,000 tested, 0.074% active; apoferritin/1-aminoanthracene competitive binding, fluorescence; Potency, µM (highest dose often 77.5 µM), for inactives: top-dose activity change, negative = displacement, most hits filed as inhibitors; AID 485281; note: potency is the fitted concentration of half-maximal effect; % is set by controls: 0 for no effect and ±100 for the full control effect; nearly all actives have a fitted effect of over 20% in size
Target sequence (P02791 2-175 limits assumed): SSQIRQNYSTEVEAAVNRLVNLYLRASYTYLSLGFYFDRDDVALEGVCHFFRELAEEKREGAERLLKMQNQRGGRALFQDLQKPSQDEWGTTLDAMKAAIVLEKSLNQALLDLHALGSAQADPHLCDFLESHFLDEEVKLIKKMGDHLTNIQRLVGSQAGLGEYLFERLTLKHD
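Horse-spleen apoferritin (10 uM) was mixed with 50% saturated 1-aminoanthracene in PBS, exposed to compounds for 10 min at room temperature, and read for fluorescence (ex 380 nm, em 535 nm). Competitive displacement was fitted with a four-parameter Hill equation.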
BLM inh: blocks DNA unwinding by human BLM helicase | P54132 | recombinant BLM DNA unwinding, fluorescence dequenching | Potency, µM (titrated, usually from 56.1 µM), for inactives: at the highest dose activity change, negative = inhibition, hits mostly inhibitors | 350,000 tested, 0.2% active;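 note: potency is the fitted concentration of half-maximal effect; plate controls were vehicle for no effect and no enzyme for full effect; nearly all actives have a fitted effect of over 35% in size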
TRHR ag: TRH receptor (human) agonism; P34981; TRHR cells, calcium flux fluo-8, FDSS agonist mode; activation, % at 2 µM; 360,000 tested, 0.18% active; AID 493084; in the data active = activation above about 30%; note: 0% is about no effect
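Read-out: compound-evoked intracellular calcium rise in TRHR cells, fluo-8 dye, kinetic FDSS fluorescence at 1 s/cycle following a 10-cycle baseline. Cells cultured overnight before dye loading (30 min–1.5 h, RT).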
Numbers without * were called inactive; [ ] = another dose, or the depositor's remark. Unless noted, calls come from the whole dose curve; as a rule, active = well fitted curve in the direction sought with a large enough effect; inconclusive = small, poorly fitted or top-dose-only effect, or another doubt; inactive = no such curve, though single readings can be large; an effect the other way counts as inactive or inconclusive. The list is partial; the hit share may differ from the screen's.

What do the screens show for `CCOc1cc(C(c2c(C)[nH][nH]c2=O)c2c(C)[nH][nH]c2=O)ccc1OCc1ccc([N+](=O)[O-])cc1`?
APE1 inh: -9.1%; POLK inh: 0.4%; POLI inh: inconclusive; 12-LOX inh: inconclusive; POLB inh: 0.4%; ERG-DNA inh: 8.1%; Apoferritin bind: inconclusive; BLM inh: -4.3%; TRHR ag: 1.0

Results for O=C(c1cccc(F)c1)N1CCC2(CC1)CCN(c1ccncc1)CC2 ?
APE1 inh: 4.2%; POLK inh: 15.1%[60.1 µM]; 12-LOX inh: -16.1%[57.4 µM]; BLM inh: 1.1%

Results for Cc1ccc(S(=O)(=O)Nc2ccc3[nH]c(=O)[nH]c3c2)c(C)c1 ?
APE1 inh: 1.0%; POLK inh: -9.2%; POLI inh: 89.2%[activator]; 12-LOX inh: inconclusive; POLB inh: 2.2%; ERG-DNA inh: 5.1%; Apoferritin bind: -11.0%; BLM inh: 2.5%; TRHR ag: 0.7

Results for COc1ccccc1N(CCC#N)C(=O)CSc1nnc2ccccn12 ?
APE1 inh: 40.5%[activator]; POLK inh: -3.5%; POLI inh: 15.6%; 12-LOX inh: 6.9%; ERG-DNA inh: -4.8%; TRHR ag: 0.6

How did Cc1cc(-c2ccccc2)n(-c2ccc(C(N)=O)cc2)n1 do in these assays?
APE1 inh: -1.9%; POLK inh: -11.0%; POLI inh: 18.2%; 12-LOX inh: 12.9%; POLB inh: -16.0%; ERG-DNA inh: 4.6%; Apoferritin bind: 1.3%; BLM inh: 3.7%; TRHR ag: 0.0

How did CN(/N=C/c1ccc(O)cc1O)c1ncc(C(F)(F)F)cc1Cl do in these assays?
APE1 inh: -16.8%; POLK inh: -6.9%; POLI inh: 21.0%; 12-LOX inh: 214.9%[activator]; POLB inh: 1.3%; ERG-DNA inh: 0.3%; Apoferritin bind: 3.8%; BLM inh: -12.3%; TRHR ag: 0.2

Results for CCOCCCNC(=O)C1CCN(S(=O)(=O)N2CCCC2)CC1 ?
APE1 inh: 10.0%; POLK inh: -3.4%; POLI inh: -7.0%; 12-LOX inh: 31.5%[activator]; POLB inh: 3.2%; ERG-DNA inh: -3.0%; Apoferritin bind: -0.3%; BLM inh: -4.8%; TRHR ag: -1.9

What do the screens show for `CCOc1ccccc1NC(=O)C(Cc1ccccc1)NS(=O)(=O)c1ccc(Br)s1` (stereo not given)?
POLK inh: 0.0%; POLI inh: 36.6%[activator]; 12-LOX inh: -14.9%; POLB inh: 4.3%; ERG-DNA inh: -4.5%; Apoferritin bind: 65.8%[activator]; BLM inh: -7.3%; TRHR ag: -0.8

How did Clc1ccc(-c2nnc3n2CCCCC3)cc1 do in these assays?
APE1 inh: 16.3%; POLK inh: -10.4%; POLI inh: 17.5%; 12-LOX inh: 93.1%[activator][57.4 µM]; POLB inh: 10.9%; ERG-DNA inh: -1.3%; Apoferritin bind: -10.5%; BLM inh: -3.9%; TRHR ag: 0.4

How did O=C(COC(=O)CNC(=O)C1CCCCC1)Nc1ccc2ccccc2c1 do in these assays?
APE1 inh: -1.8%; POLK inh: -19.0%; POLI inh: 2.0%; 12-LOX inh: inconclusive; POLB inh: -1.1%; ERG-DNA inh: -5.9%; Apoferritin bind: inconclusive; BLM inh: -2.7%; TRHR ag: 0.4

Results for O=c1c2ccccc2cnn1Cc1n[nH]c(=S)n1-c1ccc(F)c(Cl)c1 ?
APE1 inh: 0.6%; POLK inh: -13.7%; POLI inh: 17.3%; 12-LOX inh: -26.4%; POLB inh: -27.4%; ERG-DNA inh: -0.8%; Apoferritin bind: -5.5%; BLM inh: 0.8%; TRHR ag: 0.9

Results for O=C(/C=C/c1ccccc1)N1CCN(Cc2cc(=O)n3nc(-c4ccccc4Cl)sc3n2)CC1 ?
POLK inh: -16.1%[60.1 µM]; POLI inh: -3.8%; 12-LOX inh: -14.8%; POLB inh: -1.9%; ERG-DNA inh: 3.5%; Apoferritin bind: -4.7%; BLM inh: -2.0%; TRHR ag: -0.5

What do the screens show for `Cc1[nH]c(C)c(S(=O)(=O)N2CCN(c3cccc(Cl)c3)CC2)c1C(=O)N1CCCC1`?
APE1 inh: 40.4%; POLK inh: 8.2%; POLI inh: 6.8%; 12-LOX inh: -13.2%; POLB inh: -23.6%; ERG-DNA inh: 3.9%; Apoferritin bind: 3.4%; BLM inh: -3.0%; TRHR ag: -0.1

Results for CCOC(=O)c1c(C)[nH]c(C(=O)C(C)OC(=O)c2cnc(C)cn2)c1C (stereo not given) ?
APE1 inh: -1.0%; POLK inh: -3.1%; POLI inh: 6.3%; 12-LOX inh: -3.6%; TRHR ag: 0.4

How did Fc1c(F)c(F)c(CSc2nc3ccccc3[nH]2)c(F)c1F do in these assays?
APE1 inh: -3.9%; POLK inh: -8.9%; POLI inh: 18.2%; 12-LOX inh: 0.0%; POLB inh: -29.2%; ERG-DNA inh: -13.6%; Apoferritin bind: -15.3%; BLM inh: -4.3%; TRHR ag: 0.2

What do the screens show for `Cc1ccc(S(=O)(=O)c2nnn3c2nc(NC(C)C)c2cc(Cl)ccc23)cc1C`?
POLK inh: 5.3%; POLI inh: 27.9%; 12-LOX inh: -3.0%; POLB inh: -4.5%; ERG-DNA inh: -2.4%; Apoferritin bind: -3.5%; BLM inh: -2.4%; TRHR ag: -0.3

How did CN(C)c1ccc(/C=N/NC(=O)CN2CCN(c3ccc(F)cc3)CC2)cc1 do in these assays?
APE1 inh: 2.4%; POLB inh: 0.0%; Apoferritin bind: 3.3%; BLM inh: -6.1%; TRHR ag: 0.1

How did CCn1c(SCC(=O)N2CCN(c3ccccc3)CC2)nnc1-c1ccncc1 do in these assays?
APE1 inh: 8.6%; POLB inh: 0.7%; Apoferritin bind: -5.2%; BLM inh: 5.3%; TRHR ag: -0.1

What do the screens show for `Cc1ccc(C(=O)Nc2nccc(C)n2)cc1`?
APE1 inh: 4.6%; POLK inh: 3.3%; POLI inh: 73.6%[activator]; 12-LOX inh: 19.1%; POLB inh: 47.1%; ERG-DNA inh: -11.4%; Apoferritin bind: 0.2%; BLM inh: -5.1%; TRHR ag: 0.9

What do the screens show for `COc1cccc(C(=O)Nc2ccc(C(=O)c3ccncc3)cc2)c1`?
APE1 inh: -12.1%; POLK inh: -14.4%; POLI inh: 33.5%[activator]; 12-LOX inh: -6.2%; POLB inh: 32.2%; ERG-DNA inh: 0.1%; Apoferritin bind: -11.4%; BLM inh: -4.1%; TRHR ag: 0.2

How did CC(C)OCCCNC(=O)CCCN1C(=O)CCn2nc(-c3cccn3C)cc21 do in these assays?
POLK inh: -13.9%[60.1 µM]; POLI inh: -1.2%; 12-LOX inh: -29.3%; POLB inh: 5.1%; ERG-DNA inh: 0.1%; Apoferritin bind: 59.5%[activator]; BLM inh: -0.5%; TRHR ag: 0.3

Results for O=C(c1ccccc1NS(=O)(=O)c1cccc([N+](=O)[O-])c1)N1CCOCC1 ?
APE1 inh: -0.9%; POLK inh: 0.0%; POLI inh: 2.2%; 12-LOX inh: 5.9%; POLB inh: 21.3%; ERG-DNA inh: 0.1%; Apoferritin bind: -7.0%; BLM inh: -1.2%; TRHR ag: -0.1

Results for O=[N+]([O-])c1ccc(C(O)CSC(=S)N2CCCCC2)cc1 (stereo not given) ?
APE1 inh: -4.2%; POLK inh: -15.8%; POLI inh: 54.6%[activator]; 12-LOX inh: 0.0%; POLB inh: 29.0%; ERG-DNA inh: 7.3%; Apoferritin bind: -9.6%; BLM inh: -3.9%; TRHR ag: -0.4

What do the screens show for `Cc1cc(C(=O)N/N=C/c2c3ccccc3cc3ccccc23)n[nH]1`?
APE1 inh: 12.1%[12.4 µM]; POLK inh: -9.7%; POLI inh: -5.0%; 12-LOX inh: 55.0%[activator]; POLB inh: 25.1%; ERG-DNA inh: 3.0%; Apoferritin bind: -2.6%; BLM inh: -3.3%; TRHR ag: -0.5

How did COc1ccc(N(C(=O)CNC(=O)c2ccco2)C(C(=O)NCC2CCCO2)c2ccccc2)cc1Cl (stereo not given) do in these assays?
APE1 inh: 11.0%; POLK inh: 0.4%; POLI inh: 182.6%[activator]; 12-LOX inh: 0.0%; POLB inh: 6.9%; ERG-DNA inh: 8.3%; Apoferritin bind: -11.4%; BLM inh: -0.3%; TRHR ag: -0.9

Results for Cc1ccc(-c2cc(C(=O)N3CCN(S(=O)(=O)c4ccc(Br)s4)CC3)[nH]n2)c(C)c1 ?
POLK inh: 0.6%; POLI inh: -15.2%; 12-LOX inh: 5.8%; POLB inh: 2.0%; ERG-DNA inh: 0.6%; Apoferritin bind: -4.2%; BLM inh: -2.0%; TRHR ag: -0.2

What do the screens show for `COc1ccccc1/C=C/C=N/N1CCN(Cc2ccc(Cl)cc2)CC1`?
APE1 inh: -2.1%; POLK inh: -9.4%; POLI inh: 38.5%[activator]; 12-LOX inh: inconclusive; POLB inh: 18.9%; ERG-DNA inh: -7.0%; Apoferritin bind: -6.1%; BLM inh: -4.0%; TRHR ag: 0.0

What do the screens show for `CS(=O)(=O)N1CCc2cc(C(=O)Nc3cccc(F)c3)ccc21`?
POLK inh: -3.0%; POLI inh: -2.7%; 12-LOX inh: -20.3%; POLB inh: -0.7%; ERG-DNA inh: -0.5%; Apoferritin bind: 1.0%; BLM inh: 0.1%; TRHR ag: -2.0

Results for CCCCc1c(O)nc(SCC(=O)O)[nH]c1=O ?
APE1 inh: 7.1%; POLK inh: -8.1%; POLI inh: 39.1%[activator]; 12-LOX inh: 16.9%; POLB inh: 5.6%; ERG-DNA inh: -3.2%; Apoferritin bind: -3.4%; BLM inh: -2.6%; TRHR ag: 0.4

Assay outcomes deposited in PubChem by National Center for Advancing Translational Sciences (NCATS).
